From PubChem
DDE Tn7 FP inh = inhibitors of Tn7 peptide binding to human fibrin DD(E). P02675. FP displacement of FITC-Tn7 peptide from fibrin DD(E); 0% = median of compound wells per plate. inhibition, % at 8.3 µM. 370,000 compounds, 0.13% hits. AID 720508;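 active = inhibition above the mean of compounds falling within the control limits plus 3 SD of them, cut at about 14% in these data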;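 note: 0% = plate median of compound wells and 100% = 10 µM Aha-Tn7 peptide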
Target sequence (P02675 whole entry, looked up): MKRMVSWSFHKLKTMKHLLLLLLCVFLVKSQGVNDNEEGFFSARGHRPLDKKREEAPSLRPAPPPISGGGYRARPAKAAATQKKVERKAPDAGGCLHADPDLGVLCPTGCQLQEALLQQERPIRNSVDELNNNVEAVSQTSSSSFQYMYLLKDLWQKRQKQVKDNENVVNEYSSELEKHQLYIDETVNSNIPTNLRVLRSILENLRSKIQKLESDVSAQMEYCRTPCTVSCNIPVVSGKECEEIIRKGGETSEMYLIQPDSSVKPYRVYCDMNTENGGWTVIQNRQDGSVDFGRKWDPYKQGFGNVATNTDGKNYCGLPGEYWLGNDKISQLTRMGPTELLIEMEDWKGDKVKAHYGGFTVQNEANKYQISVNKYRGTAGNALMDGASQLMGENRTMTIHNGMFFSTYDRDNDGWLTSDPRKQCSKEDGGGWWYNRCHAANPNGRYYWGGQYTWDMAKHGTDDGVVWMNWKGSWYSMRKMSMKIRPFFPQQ
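Test system: human clot-derived fibrin DD(E) complex / Quantity: 2 µM final DD(E) protein / Incubation: 10 min plus 3 h, room temperature / Measured by: fluorescence polarization / Benchmarks: high control of 10 µM Aha-Tn7 peptide / Replicates: singlicate testing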
ARFGAP1 inhibitor = inhibits rat ARF GTPase activating protein 1; Q62848; 360,000 compounds, 0.26% hits; inhibition, % at 16.5 µM; Arfgap1-stimulated ARF1 GTP hydrolysis, GDP FP detection; AID 651572;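 active = inhibition above a per-plate limit, mean inhibition of low control wells plus 3 SD, cut at about 25% in these data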;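 note: 0% = DMSO wells with enzyme and 100% = wells lacking Arfgap1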
Target sequence (Q62848 1-136 limits assumed): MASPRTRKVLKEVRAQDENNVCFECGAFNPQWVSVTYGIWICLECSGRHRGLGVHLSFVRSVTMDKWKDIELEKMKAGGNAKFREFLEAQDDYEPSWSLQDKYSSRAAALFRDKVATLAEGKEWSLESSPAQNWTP
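Material: rat Arfgap1 catalytic domain, aa 1-136; also added: human ARF1(Δ1-17)-GTP substrate; compound dosing: one concentration, 16.5 µM, DMSO 1.26%; incubation: GTP hydrolysis reaction 2 h at 25 °C; measured by: Tracer-displacement fluorescence polarization with EDTA stop, 620/688 nm; evaluation: % inhibition from polarization; repeats: one replicate per compound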
PLC-gamma1 inh = PLC-gamma1 (human) inhibition, primary screen; P19174; purified PLC-gamma1, fluorogenic substrate, fluorescence; inhibition, % at 12.2 µM; 370,000 compounds, 0.84% hits; in the data active = inhibition above about 9.5%
ASAP1 inh = ASAP1 ArfGAP inhibition | 360,000 compounds, 0.19% hits | Q9ULH1 | ASAP1-stimulated ARF1 GTP hydrolysis, GDP FP detection | inhibition, % at 16.5 µM; in the data active = inhibition above about 25%;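 note: 0% = vehicle with enzyme and substrate and 100% = no enzyme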
Target sequence (Q9ULH1 325-724 limits assumed): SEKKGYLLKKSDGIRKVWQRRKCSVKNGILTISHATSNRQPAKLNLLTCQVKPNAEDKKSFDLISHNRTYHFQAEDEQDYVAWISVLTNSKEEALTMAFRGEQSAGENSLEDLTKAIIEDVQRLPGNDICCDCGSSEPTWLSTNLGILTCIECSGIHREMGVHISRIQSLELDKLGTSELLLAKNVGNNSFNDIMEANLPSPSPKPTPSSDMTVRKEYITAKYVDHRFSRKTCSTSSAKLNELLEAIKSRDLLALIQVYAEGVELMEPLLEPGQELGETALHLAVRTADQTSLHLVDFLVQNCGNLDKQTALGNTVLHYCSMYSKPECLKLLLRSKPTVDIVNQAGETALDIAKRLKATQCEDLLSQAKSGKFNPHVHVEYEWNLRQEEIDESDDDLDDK
UHRF1 binding = human UHRF1 methylated DNA binding inhibitors; UHRF1 binding to methylated oligo, TR-FRET; inhibition, % at 4.4 µM; 370,000 compounds, 0.75% hits; in the data active = inhibition above about 21%;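 note: UHRF1 SRA domain binding a hemimethylated CpG hairpin DNA probe; 0% = median of test compound wells and 100% = reference inhibitor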
DDE Tn6 FP inh = DD(E)-Tn6 binding inhibition, primary FP screen; Fibrin DD(E) TRITC-Tn6 fluorescence polarization displacement; 370,000 compounds, 0.21% hits; inhibition, % at 8.3 µM;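 active = inhibition above a per-campaign cutoff: mean of compounds within control limits plus 3 SD, cut at about 15% in these data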;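 note: 0% = median of all compound wells on the plate and 100% = blocking peptide control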
sPLA2-III inh = Inhibits HGIII-sPLA2 liposome hydrolysis, primary screen; Q9NZ20; QFRET BODIPY PC-A2 liposome hydrolysis, fluorescence; inhibition, % at 12.2 µM; 370,000 compounds, 0.56% hits; AID 743126;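 active = inhibition above mean plus 3 SD of compounds lying within the high and low control bounds, cut at about 19% in these data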;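 note: 0% = median of test compound wells and 100% = no enzyme DMSO wells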
Rev-erbA mod = modulates human Rev-erb alpha binding to DNA; P20393; Rev-erbα–FITC-DNA binding, fluorescence polarization, 90 min; activity, % at 10 µM; 370,000 compounds, 0.79% hits; AID 1259318;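 active = activity above about 14%, limit read from the data; passing the limit was not always enough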;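 note: 0% = DMSO wells with 35 nM protein and 100% = DMSO wells with 750 nM protein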
PLC-beta3 inh = PLC-beta3 (human) inhibition, primary screen; 370,000 compounds, 0.18% hits; Purified PLC-beta3, fluorogenic substrate, fluorescence; AID 720704; Q01970; inhibition, % at 12.2 µM; in the data active = inhibition above about 11%;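 note: 0% = median of compound wells on plate and 100% = full blocker control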
proKLK7 act = proKLK7 (human) activation, primary screen; activation, % at 7 µM; AID 652039; P49862; purified proKLK7, EDANS-DABCYL substrate fluorescence; 100% is mature enzyme control, 0% vehicle; 370,000 compounds, 0.9% hits;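 active = activation above the mean of all tested compounds plus 3 SD, computed per campaign excluding outliers beyond control limits, cut at about 13% in these data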
The depositor's hits bear a star. Outcome played no part in choosing rows; overall some 4.5% were active at least once.

SMILES	DDE Tn7 FP inh	ARFGAP1 inhibitor	PLC-gamma1 inh	ASAP1 inh	UHRF1 binding	DDE Tn6 FP inh	sPLA2-III inh	Rev-erbA mod	PLC-beta3 inh	proKLK7 act
CCC(=O)N1CCCC(C)(C(=O)Nc2ccc3scnc3c2)C1 (stereo not drawn)	-2	0	2	0	-2	1	3	19*	5	0.3
COc1ccc(C(=O)NC2CCN(C(=O)Nc3ccccc3Cl)CC2)cc1	3	-7	-5	-2	-1	-9	4	0	1	0.7
CC(=O)Nc1ccc(C(=O)Nc2cc(S(=O)(=O)N3CCOCC3)ccc2N2CCOCC2)cc1	-6	11	-3	-4	-1	3	5	-1	-8	-0.4
CC(C)[C@H]1C(=O)Nc2ccccc2N1C(=O)N[C@@H](Cc1ccccc1)C(=O)N[C@@H](C(=O)O)c1ccccc1	6	12	5	0	4	3	9	-2	-2	-0.8
CSc1ccc(/C=N/n2c(C3CCCCC3)n[nH]c2=S)cc1	-2	-6	4	-21	-2	2	4	-1	-4	0.5
CCN(CC)C(=O)C1=C(C)N(Cc2ccc(C(C)(C)C)cc2)C(=O)C(CC(=O)NC2CC2)C1 (stereo not drawn)	4	2	2	5	1	1	13	0	-1	0.2
COc1ccc(CCNC(=O)c2cc(-c3ccc(C)c(C)c3O)n[nH]2)cc1OC	-1	12	-4	8	1	-10	-31	-3	-3	-0.6
Cc1ccc(S(=O)(=O)N2CCOCC2)cc1C(=O)NC1CCCC(C)C1C (stereo not drawn)	4	0	0	6	-1	2	7	6	-9	0.9
C=CC[C@@H](CC(=O)N(CCO)Cc1ccccc1)C(=O)N[C@H](COC(=O)[C@@H](CC=C)Cc1ccc(F)cc1)c1ccccc1	0	0	6	15	1	-5	-45	0	-1	0.4
Cc1nn(Cc2ccccc2Cl)c(C)c1N	3	-2	0	-9	-1	2	1	4	-1	-0.3
CCn1cc(C(=O)N2CCCC(N3CCN(c4ccccc4C)CC3)C2)cn1 (stereo not drawn)	-6	7	0	-4	4	0	-1	5	-5	0.6
CC(C)c1nc2oc3c(=O)[nH]cnc3c2c2c1COC(C)(C)C2	-4	-3	-1	8	-2	-4	0	1	-4	0.9
O=C(NC(C(=O)c1ccccc1)N1CCCCC1)c1ccccc1 (stereo not drawn)	0	-7	1	-3	-1	5	2	-1	1	0.1
CNS(=O)(=O)c1cccc(C(=O)OCC(=O)N2CC(C)OC(C)C2)c1 (stereo not drawn)	-1	7	0	5	0	1	2	-1	-1	0.2
COc1ccc(S(=O)(=O)N=C2C=C(C)C(=O)C(C)=C2)cc1	8	-9	3	8	-5	6	-8	-4	-6	-0.8
O=C(Cc1ccccc1)Nc1nc2ccccc2s1	3	6	-2	-5	-2	-12	-21	2	-4	0.8
O=c1nc2ccccc2c2n1CC(CN1CCN(Cc3ccccc3)CC1)N2 (stereo not drawn)	-1	6	-3	-9	2	1	4	-3	-3	0.1
N#CCC(=O)N/N=C/c1ccc(SCC(=O)Nc2ccccc2)o1	-3	1	-10	3	-7	-3	-14	4	-12	0.4
Cc1ccc(Cn2cnc3ccccc32)cc1	2	-11	7	8	5	6	3	-2	7	-0.1
O=C1C2CCCCC2C(=O)N1c1ccc(NC2CCCCC2)c([N+](=O)[O-])c1 (stereo not drawn)	4	-7	-1	8	-3	-6	-4	6	2	0.1
COc1ccc(C(=O)Nc2cccc(S(C)(=O)=O)c2)cc1	1	14	1	9	11	1	0	-3	2	0.4
CCC1CCCCN1S(=O)(=O)c1ccc(NC(=O)C2CCN(C(=O)c3ccco3)CC2)cc1 (stereo not drawn)	4	0	4	2	-4	-10	-27	8	-3	0.5
O=C(NCc1cccnc1)C1CCC(CNS(=O)(=O)c2ccc(Cl)cc2)CC1 (stereo not drawn)	1	14	0	-1	-1	-7	4	6	-2	-0.2
COc1ccc(Nc2nc3ccccc3c(=O)s2)c(OC)c1	1	-1	2	1	1	3	6	1	1	-0.6
COc1ccc(-c2cc(=O)oc3cc(OC(C)C(=O)Nc4ccc(CN5CCOCC5)cc4)ccc23)cc1 (stereo not drawn)	-3	11	-57	11	0	-7	-24	2	-97	-1.6
Next entries.
SMILES	DDE Tn7 FP inh	ARFGAP1 inhibitor	PLC-gamma1 inh	ASAP1 inh	UHRF1 binding	DDE Tn6 FP inh	sPLA2-III inh	Rev-erbA mod	PLC-beta3 inh	proKLK7 act
Cc1ccc(N(C(C)C(=O)O)S(=O)(=O)c2c(C)n[nH]c2C)cc1 (stereo not drawn)	6	2	1	2	-1	6	-1	-6	0	-0.2
CCCCOc1ccc(C(O)(CC)CCN2CCOCC2)cc1 (stereo not drawn)	-1	8	3	8	2	-3	7	-5	2	0.1
C=CCn1c(-c2cccc3ccccc23)n[nH]c1=S	-1	5	-5	52*	0	2	15	6	-5	-0.2
Cc1ccc(C(=O)CN(CCC(=O)O)S(=O)(=O)c2ccc([N+](=O)[O-])cc2)cc1	-2	9	3	-4	4	9	1	-3	-1	-0.2
O=C(NC(Cc1ccccc1)C(=O)O)c1ccc(S(=O)(=O)N2CCOCC2)cc1 (stereo not drawn)	-4	-5	2	-1	1	1	-1	1	3	0.4
CCc1ccc2[nH]c(C(=O)Nc3ccc(F)cc3Br)cc2c1	0	-22	-10	7	-1	2	-4	5	-26	-1.4
Cc1ccc(CSCCNC(=O)c2ccc(N(C)S(=O)(=O)c3ccccc3)cc2)cc1	5	4	-2	-17	0	3	-22	-3	0	0.2
COc1ccc(C(CNC(=O)c2cccc(S(=O)(=O)N3CCCC3)c2)N2CCCC2)cc1 (stereo not drawn)	-2	-3	3	12	15	2	-7	-4	-1	0.8
COCCNC(=O)CCc1c(C)nc2nc(-c3cc(OC)cc(OC)c3)nn2c1C	4	0	1	-6	0	-4	2	1	-1	0.1
CCN(CC)C(=O)Oc1ccc2c(=O)c(-c3ccc(OC)cc3)c(C)oc2c1	2	-8	-16	8	-1	-6	-10	-1	-18	1.1
Cc1ccc(OCCn2ncc3ccccc3c2=O)c(C)c1	-2	13	2	3	-1	1	3	-4	-1	-0.6
CC(C)Oc1ccc(S(=O)(=O)N2CCOCC2)cc1NC(=O)CC1OC(=O)c2ccccc21 (stereo not drawn)	6	-9	0	-4	2	2	5	-2	-4	0.0
O=C(CC1CCCCC1)NCc1nc(-c2ccccc2)no1	-4	0	-2	2	-2	-5	-3	2	-5	0.7
O=C(c1ccco1)N1CCN(c2ccc(Cl)cc2)CC1	6	16	-1	0	-2	8	8	3	4	0.3
Cc1ccccc1C(=O)NNC(=S)NC(=O)c1cccnc1	0	-2	-1	9	3	-2	4	9	4	-0.2
CCCS(=O)(=O)Nc1c(C(=O)O)[nH]c2ccc(OC)cc12	-1	6	-141	-6	-3	4	2	-3	-196	6.7
COc1ccc(N(CC(=O)NCc2cccs2)S(=O)(=O)c2c(C)n[nH]c2C)cc1	-7	-2	2	7	0	-2	-2	-4	2	0.0
Cc1ccc(CNC(=O)c2cc3cc(Br)ccc3oc2=N)cc1	5	21	2	-7	-2	2	-1	3	-10	-0.6
COc1ccc(CNC(=O)C2CCN(c3nccs3)CC2)cc1	0	-3	-1	2	-1	6	-2	-1	1	0.0
Cc1ccc(C(=O)OCC(=O)Nc2ccc3c(c2)OCO3)c(O)c1	-1	4	-3	-7	-1	1	7	1	-4	0.9
CN1CCN(/N=C/c2cccc(Cl)c2Cl)CC1	0	2	0	10	2	-2	1	2	1	-0.2
CC(C)CSc1n[nH]c(=S)s1	3	2	3	-16	0	0	17	1	1	0.8
CC1CCCN(CCCNC(=O)c2nn(C)c3c2CS(=O)(=O)c2ccccc2-3)C1 (stereo not drawn)	-2	6	3	0	-1	-1	0	-4	3	0.5
COc1ccc(CNC(=O)C2CC(c3ccccc3C(F)(F)F)=NO2)cc1 (stereo not drawn)	-4	-4	2	-2	1	-5	-1	-2	8	0.0
CC(C)n1c2ccccc2c2nnc(SCC(=O)OCN3C(=O)c4ccccc4C3=O)nc21	-3	1	2	0	-2	-1	3	-5	-3	-0.1
Remaining list, next part.
SMILES	DDE Tn7 FP inh	ARFGAP1 inhibitor	PLC-gamma1 inh	ASAP1 inh	UHRF1 binding	DDE Tn6 FP inh	sPLA2-III inh	Rev-erbA mod	PLC-beta3 inh	proKLK7 act
COc1ccccc1/C=N/OCc1ccc(C#N)cc1	-4	14	1	2	4	-5	11	-2	-5	-0.5
CCOc1ccc(-c2nnc(NC(=O)Cc3ccc(OC)cc3)o2)cc1	1	11	6	12	5	-5	6	0	-10	0.2
O=C(Cn1ncc2c(=O)oc3ccccc3c21)NCC1COc2ccccc2O1 (stereo not drawn)	-1	-7	-4	-2	0	0	-2	8	3	-0.1
CCN(CC)S(=O)(=O)c1cccc(NC(=O)c2ccc(Br)cc2)c1	1	-1	-5	-5	6	-4	-31	1	-2	0.4
O=C(NCC1CCCO1)c1cccc(S(=O)(=O)N2CCCCC2)c1 (stereo not drawn)	-5	20	2	-4	0	-1	6	-3	-6	-0.4
CC1Cc2cc(-c3csc(NC(=O)Cc4cccs4)n3)ccc2N1S(C)(=O)=O (stereo not drawn)	5	7	-2	-10	0	0	-25	5	-2	-0.2
O=C(c1ccc2c3c(cccc13)CC2)C1CCCN(Cc2ccc(OCCO)cc2)C1 (stereo not drawn)	8	1	-236	-4	-4	5	-19	5	-241	-4.6
Cc1ccc(S(=O)(=O)N2CCOCC2)cc1C(=O)Nc1nc(-c2cccnc2)cs1	3	-2	-2	4	-1	-10	2	1	-1	-0.3
O=C(OCC(=O)N1CCOCC1)c1ccccc1O	-3	14	-1	9	1	0	5	-4	-9	1.4
Cc1ccc(N(Cc2ccccc2)C(=O)c2cccc(S(=O)(=O)N3CCN(C)CC3)c2)cc1	1	6	2	18	2	1	9	-1	-8	-0.4
CC1(C(=O)Nc2cccc(C(F)(F)F)c2)Cc2c(-c3cccc(C(F)(F)F)c3)ccnc2O1 (stereo not drawn)	12	34*	-3	4	-2	-6	7	-7	1	-0.8
O=C(CCNC(=O)c1ccccc1)NNC(=O)c1ccccc1Br	4	5	1	-6	-2	-1	10	2	2	-0.1

Whole records, quoted from the list. Order of values: DDE Tn7 FP inh, ARFGAP1 inhibitor, PLC-gamma1 inh, ASAP1 inh, UHRF1 binding, DDE Tn6 FP inh, sPLA2-III inh, Rev-erbA mod, PLC-beta3 inh, proKLK7 act
CCOc1ccc(-c2nnc(NC(=O)Cc3ccc(OC)cc3)o2)cc1 across the screens: 1, 11, 6, 12, 5, -5, 6, 0, -10, 0.2
CC1(C(=O)Nc2cccc(C(F)(F)F)c2)Cc2c(-c3cccc(C(F)(F)F)c3)ccnc2O1 (stereo not drawn) across the screens: 12, 34*, -3, 4, -2, -6, 7, -7, 1, -0.8
CC1Cc2cc(-c3csc(NC(=O)Cc4cccs4)n3)ccc2N1S(C)(=O)=O (stereo not drawn) across the screens: 5, 7, -2, -10, 0, 0, -25, 5, -2, -0.2
Cc1ccc(N(Cc2ccccc2)C(=O)c2cccc(S(=O)(=O)N3CCN(C)CC3)c2)cc1 across the screens: 1, 6, 2, 18, 2, 1, 9, -1, -8, -0.4
O=C(c1ccc2c3c(cccc13)CC2)C1CCCN(Cc2ccc(OCCO)cc2)C1 (stereo not drawn) across the screens: 8, 1, -236, -4, -4, 5, -19, 5, -241, -4.6
